Screening data deposited in PubChem by several laboratories.
ssDAF-12 act = S. stercoralis DAF-12 nuclear receptor activators, primary screen, cell-based, luminescence, HEK293, GRIP1 co-expression, lit1-tk-luc; Nuclear hormone receptor DAF-12 (Strongyloides stercoralis); HEK293 ssDAF-12/GRIP1 lit1-tk-luc reporter; % of 3 µM dafachronic acid response; activation, % at 6.8 µM; 370,000 compounds, 1% hits; AID 652126, 2013;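 active = activation above the mean over all tested compounds plus 3 SD, cut at about 0.9% in these data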;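 also: 0% = DMSO-only wells and 100% = 3 µM delta7-dafachronic acid wells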
DAX1 inh-1 = DAX1 (NR0B1) inhibitors, primary screen, cell-based, HEK293, Gal4-DAX1, luciferase luminescence. HEK293 Gal4-DAX1 luciferase reporter. inhibition, % at 6.75 µM. Nuclear receptor subfamily 0 group B member 1 (Homo sapiens), P51843. 340,000 compounds, 0.99% hits. AID 504766, 2011;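 active = inhibition above the mean over all tested compounds plus 3 SD, cut at about 4.2% in these data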;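 also: 0% = DAX1-transfected cells with DMSO and 100% = empty-vector control cells with DMSO; inhibition shows as a rise in luminescence from relieved DAX1 repression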
hcDAF12 agonist = H. contortus DAF-12 nuclear receptor activators, primary screen, cell-based, luminescence, HEK293, lit1-tk-luc reporter; 370,000 compounds, 1.4% hits; AID 652067, 2013; HEK293 hcDAF-12 lit1-tk-luc reporter; 0% DMSO, 100% Δ7-dafachronic acid; activation, % at 6.8 µM;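 active = activation above the mean of all tested compounds plus 3 SD, cut at about 5.5% in these data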;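 also: 100% = response to 3 µM Δ7-dafachronic acid high control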
hgDAF-12 ag = H. glycines DAF-12 receptor agonists, primary screen, cell-based, luminescence, HEK293, GAL4 fusion, UAS-luciferase; Nuclear hormone receptor DAF-12 (Heterodera glycines), GAL4 fusion; HEK293 GAL4-hgDAF12 UAS-luciferase reporter, agonist luminescence; normalized to butyrate control; activation, % at 6.8 µM; 370,000 compounds, 1.8% hits;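 active = activation above a cutoff set at the mean of all screened compounds plus 3 SD, cut at about 10% in these data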;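 also: 0% = DMSO wells and 100% = sodium butyrate wells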
ADAM10 inh = human ADAM10 inhibitors, primary screen, biochemical, QFRET, HTS | Disintegrin and metalloproteinase domain-containing protein 10 (Homo sapiens), O14672 | recombinant ADAM10, EDANS/DABCYL FRET peptide cleavage, 3 h | inhibition, % at 7 µM | 370,000 compounds, 0.62% hits;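 active = inhibition above a per-campaign cutoff equal to the mean of compounds falling between control-based bounds plus 3 SD, cut at about 20% in these data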;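 also: 0% = DMSO wells while the 100% control is not disclosed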
FXN GAA850 act = FXN promoter activators, primary screen, cell-based, luciferase luminescence, HEK293 lucGAA850. HEK293 lucGAA850 FXN promoter luciferase reporter, 24 h; percent of 10 µM SAHA response. activation, % at 6 µM. 360,000 compounds, 0.56% hits;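 active = activation above the average of all compounds screened plus 3 SD, cutoff fixed separately per campaign, cut at about 7.5% in these data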;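 also: 0% = DMSO wells and 100% = 10 µM SAHA wells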
DAX1 inh-2 = DAX1 (NR0B1) inhibitors on StAR promoter, primary screen, cell-based, luminescence, SF-1 (NR5A1), full-length DAX-1. AID 652010, 2013. HEK293T StAR-luciferase reporter, SF-1/DAX-1 repression relief. inhibition, % at 6.8 µM. 370,000 compounds, 1.1% hits;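 active = inhibition above the mean over all tested compounds plus 3 SD, cut at about 3.6% in these data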;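 also: 0% = DAX-1 cells with DMSO and 100% = cells lacking DAX-1 with DMSO; higher inhibition means more luminescence from relief of DAX-1 repression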
GC-A act = GC-A stimulated cGMP production enhancers – HEK293 GC-A cells, cGMP TR-FRET, EC30 ANP, primary screen; Atrial natriuretic peptide receptor 1 (Homo sapiens), P16066; activation, % at 10 µM; 370,000 compounds, 0.14% hits; 0% at EC30 ANP, 100% saturating ANP; in the data active = activation above about 40%
Target sequence (P16066 whole entry, looked up): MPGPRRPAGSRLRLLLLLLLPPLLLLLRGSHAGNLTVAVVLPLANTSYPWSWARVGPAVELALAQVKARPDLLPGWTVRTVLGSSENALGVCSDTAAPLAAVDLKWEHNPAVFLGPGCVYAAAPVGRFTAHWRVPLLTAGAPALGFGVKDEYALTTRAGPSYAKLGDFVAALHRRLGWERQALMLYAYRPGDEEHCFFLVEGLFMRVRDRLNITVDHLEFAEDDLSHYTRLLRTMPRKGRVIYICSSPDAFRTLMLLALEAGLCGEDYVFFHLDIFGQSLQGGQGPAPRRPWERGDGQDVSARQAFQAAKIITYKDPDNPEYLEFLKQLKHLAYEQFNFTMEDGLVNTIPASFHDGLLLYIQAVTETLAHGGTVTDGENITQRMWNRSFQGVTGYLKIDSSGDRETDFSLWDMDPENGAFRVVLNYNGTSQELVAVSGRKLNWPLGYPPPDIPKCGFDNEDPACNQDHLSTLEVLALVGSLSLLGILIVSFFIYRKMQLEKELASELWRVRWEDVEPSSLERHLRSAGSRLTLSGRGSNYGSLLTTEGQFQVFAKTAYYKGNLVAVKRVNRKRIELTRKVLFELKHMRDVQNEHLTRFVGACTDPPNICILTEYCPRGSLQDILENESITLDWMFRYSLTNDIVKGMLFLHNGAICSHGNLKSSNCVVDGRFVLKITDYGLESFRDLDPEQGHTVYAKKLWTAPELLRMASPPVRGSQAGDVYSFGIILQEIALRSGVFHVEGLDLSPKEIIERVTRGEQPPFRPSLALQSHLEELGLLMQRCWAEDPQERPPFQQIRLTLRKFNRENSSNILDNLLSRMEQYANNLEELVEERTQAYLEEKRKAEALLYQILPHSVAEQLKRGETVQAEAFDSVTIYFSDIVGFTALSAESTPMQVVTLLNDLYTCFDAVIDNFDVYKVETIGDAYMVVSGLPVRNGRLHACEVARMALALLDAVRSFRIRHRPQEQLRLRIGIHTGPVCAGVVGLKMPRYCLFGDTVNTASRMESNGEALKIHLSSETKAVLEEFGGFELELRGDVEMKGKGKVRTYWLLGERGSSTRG
SMARCA2 act = SMARCA2 (BRM) function activators, primary screen, cell-based, luminescence, high throughput | MG213 cells, MMTV-luciferase reporter, dexamethasone, overnight | activation, % at 9.1 µM | 370,000 compounds, 1% hits | AID 652017, 2013; in the data active = activation above about 7.8%;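 also: 0% = vehicle wells and 100% = reference activator wells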
PG9 Ab binder = binders of HIV-1 gp120 antibody PG9, primary screen, biochemical, TR-FRET; HIV-1 gp120 / PG9 antibody interaction; TR-FRET gp120-PG9 antibody binding; inhibition, % at 6.7 µM; 360,000 compounds, 0.43% hits; AID 624416, 2012; in the data active = inhibition above about 8.5%
ADAM17 inh = ADAM17 inhibitors, primary screen, biochemical, QFRET | Disintegrin and metalloproteinase domain-containing protein 17 (Homo sapiens), P78536 | recombinant ADAM17, EDANS/DABCYL FRET peptide cleavage | inhibition, % at 6.95 µM | 370,000 compounds, 0.83% hits | AID 720648, 2013;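 active = inhibition above the mean of compounds lying between control limits plus 3 SD, set per campaign, cut at about 8.5% in these data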;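 also: 0% = DMSO-only wells as the low control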
Starred values were filed as active, the others as inactive; x = not tested or not shown.

#1 Cc1ccc2c(c1)C1CN(C)CCC1N2C(=O)c1cn(-c2ccccc2)nc1-c1ccccc1 (configuration not stated)
#2 c1ccc(C(c2ccccc2)c2cccnc2)cc1
#3 CCOC(=O)C(NC(=O)CCl)(Nc1ccc(C(O)(C(=O)OCC)C(F)(F)F)cc1)C(F)(F)F (configuration not stated)
#4 CN(C)C1C(=O)C(C(N)=O)=C(O)C2(O)C(=O)C3=C(O)c4c(O)cccc4C(C)(O)C3C(O)C12 (configuration not stated)
#5 CCCCn1c(O)c(C(=O)/C=C/c2ccc3c(c2)OCO3)c(=O)[nH]c1=O
#6 CCOC(=O)C1(CCOc2ccccc2)CCN(Cc2ccc(C)s2)CC1
#7 Cc1ccccc1C1=NCC(=O)N(CC(=O)N2CCCCC2)c2sc(C)c(C)c21
#8 CCCCOc1ccc(CC2C(=O)N(C)C(=O)N(C)C2=O)cc1

| entry no. | 1 | 2 | 3 | 4 | 5 | 6 | 7 | 8 |
| --- | --- | --- | --- | --- | --- | --- | --- | --- |
| ssDAF-12 act | -1.4 | -1.2 | -1.1 | -1.0 | -0.4 | -0.8 | -0.7 | -1.3 |
| DAX1 inh-1 | 0.2 | 2.3 | -0.5 | -0.1 | -1.1 | -0.7 | -1.0 | 1.2 |
| hcDAF12 agonist | -0.4 | 0.5 | 0.8 | -0.2 | -0.8 | -2.2 | -1.8 | 0.3 |
| hgDAF-12 ag | -0.5 | 0.6 | 1.0 | 1.3 | 0.3 | -0.9 | -0.3 | -0.4 |
| ADAM10 inh | 16 | -3 | -4 | -2 | -12 | -10 | 6 | -6 |
| FXN GAA850 act | -4.1 | 3.1 | 0.4 | 16* | 0.7 | 0.1 | -5.9 | 0.0 |
| DAX1 inh-2 | -0.9 | 0.7 | 0.7 | 0.5 | -0.2 | -0.9 | -1.1 | -0.1 |
| GC-A act | -12 | -3 | 4 | 2 | -1 | 2 | -2 | 1 |
| SMARCA2 act | -4 | -1 | -1 | 2 | -2 | -3 | -3 | 2 |
| PG9 Ab binder | -1.0 | -1.1 | 1.0 | -2.6 | -1.0 | 1.1 | 0.6 | 2.8 |
| ADAM17 inh | 0 | -4 | -1 | -3 | -13 | -5 | 0 | -8 |

Shown tab-delimited: part of the list above
item	mol	ssDAF-12 act	DAX1 inh-1	hcDAF12 agonist	hgDAF-12 ag	ADAM10 inh	FXN GAA850 act	DAX1 inh-2	GC-A act	SMARCA2 act	PG9 Ab binder	ADAM17 inh
1	Cc1ccc2c(c1)C1CN(C)CCC1N2C(=O)c1cn(-c2ccccc2)nc1-c1ccccc1 (configuration not stated)	-1.4	0.2	-0.4	-0.5	16	-4.1	-0.9	-12	-4	-1.0	0
2	c1ccc(C(c2ccccc2)c2cccnc2)cc1	-1.2	2.3	0.5	0.6	-3	3.1	0.7	-3	-1	-1.1	-4
3	CCOC(=O)C(NC(=O)CCl)(Nc1ccc(C(O)(C(=O)OCC)C(F)(F)F)cc1)C(F)(F)F (configuration not stated)	-1.1	-0.5	0.8	1.0	-4	0.4	0.7	4	-1	1.0	-1
4	CN(C)C1C(=O)C(C(N)=O)=C(O)C2(O)C(=O)C3=C(O)c4c(O)cccc4C(C)(O)C3C(O)C12 (configuration not stated)	-1.0	-0.1	-0.2	1.3	-2	16*	0.5	2	2	-2.6	-3
5	CCCCn1c(O)c(C(=O)/C=C/c2ccc3c(c2)OCO3)c(=O)[nH]c1=O	-0.4	-1.1	-0.8	0.3	-12	0.7	-0.2	-1	-2	-1.0	-13
6	CCOC(=O)C1(CCOc2ccccc2)CCN(Cc2ccc(C)s2)CC1	-0.8	-0.7	-2.2	-0.9	-10	0.1	-0.9	2	-3	1.1	-5
7	Cc1ccccc1C1=NCC(=O)N(CC(=O)N2CCCCC2)c2sc(C)c(C)c21	-0.7	-1.0	-1.8	-0.3	6	-5.9	-1.1	-2	-3	0.6	0
8	CCCCOc1ccc(CC2C(=O)N(C)C(=O)N(C)C2=O)cc1	-1.3	1.2	0.3	-0.4	-6	0.0	-0.1	1	2	2.8	-8

Next part.
#9 CCOC(=O)[C@]12Cc3cc(C)ccc3[C@H]1N(C1CCCCC1)C(=O)c1cc(OC)ccc12
#10 CC(=O)OC1CCC2(/C=N/O)C(=CCC3C4CCC(=O)C4(C)CCC32)C1 (configuration not stated)
#11 COc1ccc(CCNCc2ccc(C)s2)cc1OC
#12 CN1CCCN(c2ccc([N+](=O)[O-])nc2)CC1
#13 CCCCCn1c(=O)c(C(=O)Nc2cnccn2)c(O)c2ccccc21
#14 O=C(Cc1ccccc1)OCC(=O)c1ccc(F)cc1
#15 Cc1nn(C)c(C)c1/C=C1/CC2C3CC=C4CC(O)CCC4(C)C3CCC2(C)C1=O (configuration not stated)

| entry no. | 9 | 10 | 11 | 12 | 13 | 14 | 15 |
| --- | --- | --- | --- | --- | --- | --- | --- |
| ssDAF-12 act | -1.3 | -1.1 | -2.0 | -0.6 | 0.4 | -0.7 | -1.1 |
| DAX1 inh-1 | x | -0.7 | -0.4 | -0.7 | 1.6 | 0.4 | 0.0 |
| hcDAF12 agonist | -2.6 | -0.9 | -2.2 | 3.4 | 2.9 | -0.3 | -0.9 |
| hgDAF-12 ag | -13 | -0.2 | 0.0 | 3.0 | 3.6 | 2.2 | 0.1 |
| ADAM10 inh | 7 | -6 | 1 | -7 | 7 | -7 | -1 |
| FXN GAA850 act | x | 0.9 | 2.9 | -0.4 | 0.1 | 0.6 | 3.4 |
| DAX1 inh-2 | -3.3 | -0.1 | 1.2 | 0.7 | 0.6 | 0.1 | 0.2 |
| GC-A act | -30 | -1 | -2 | -1 | 1 | -1 | 1 |
| SMARCA2 act | -8 | 2 | -2 | 0 | 3 | -4 | 3 |
| PG9 Ab binder | -0.1 | 0.9 | -0.3 | -1.2 | -1.5 | 1.3 | -2.5 |
| ADAM17 inh | 1 | -2 | -1 | -4 | 0 | -4 | -2 |

A portion of the library, so the mix of outcomes need not match the whole.
